# aSyn rescue = inhibitors of alpha-synuclein toxicity in yeast. Yeast expressing alpha-synuclein, growth rescue, BacTiter-Glo, 24 h. 370,000 tested, 0.14% active. Potency, µM (doses to about 46.1 µM), without a hit: at the top dose growth rescue (activation), actives largely listed as activators; note: potency is the fitted concentration of half-maximal effect; % of control where 0% means no effect; nearly all actives have a fitted effect of over 65% in size
#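 Galactose-induced alpha-syn yeast (OD600=0.02, raffinose-pregrown) + pinned cpd, 24 hr, 30 deg C; growth by BacTiter-Glo luminescence. Growth restoration scores as activation.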
# GLP1R cytotox = cytotoxic in the GLP-1 receptor inverse agonist counter-screen | Potency, µM (doses to about 38.3 µM), for inactives: top-dose activity change, negative = inhibition, most hits filed as inhibitors | HEK293 cAMP-luciferase reporter cells, luminescence, 24 h | 410,000 tested, 0.13% active;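 note: loss of luciferase light is scored as toxicity; potency is the fitted concentration of half-maximal effect; % is set by controls: 0 for no effect and ±100 for the full control effect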
#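 1536-well qHTS counterscreen of the MLSMR; 200 cells/uL, 12 h pre-incubation, 23 nL cpd, 24 h at 37 deg C 5% CO2, luciferase detection reagent, 12 min RT, luminescence. Inhibition = undesired.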
# DRD3 agonist = D3 dopamine receptor (human) agonism | P35462 | D3R DiscoveRx beta-arrestin cells, luminescence, 90 min | max activation, % | 410,000 tested, 0.58% active; in the data active = max activation above about 30%; note: 0% is about no effect; mostly tested at two doses, the higher about 12 µM
# Target sequence (P35462 whole entry, looked up): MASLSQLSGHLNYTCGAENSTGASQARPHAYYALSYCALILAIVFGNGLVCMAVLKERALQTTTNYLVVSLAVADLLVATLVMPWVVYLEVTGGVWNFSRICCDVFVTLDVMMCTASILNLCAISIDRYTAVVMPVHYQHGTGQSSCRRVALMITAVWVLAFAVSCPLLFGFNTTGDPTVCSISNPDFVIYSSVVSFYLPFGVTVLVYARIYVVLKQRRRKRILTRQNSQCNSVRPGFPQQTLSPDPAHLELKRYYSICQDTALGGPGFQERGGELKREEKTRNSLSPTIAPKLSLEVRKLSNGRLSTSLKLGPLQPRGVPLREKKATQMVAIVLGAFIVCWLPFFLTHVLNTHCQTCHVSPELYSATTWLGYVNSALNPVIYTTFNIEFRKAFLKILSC
#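 Cells at 1500/well, incubated overnight, then treated with pinned compounds (dopamine as control) for 90 min at 37 degrees C. DiscoveRx reagent added for 30 - 60 minutes at room temperature; luminescence read.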
# GLP-1R inv ag = inverse agonists of human GLP-1 receptor; AID 624417; 410,000 tested, 1.6% active; HEK293 GLP-1R CRE-luciferase, luminescence, 24 h; GLP-1R form is constitutively active; Potency, µM (series often up to 38.3 µM), inactives show top-dose activity change, negative = inhibition, actives largely listed as inhibitors; note: potency is the fitted concentration of half-maximal effect; % is set by controls: 0 for no effect and ±100 for the full control effect; nearly all actives have a fitted effect of over 55% in size
# Target sequence (P43220 whole entry, looked up): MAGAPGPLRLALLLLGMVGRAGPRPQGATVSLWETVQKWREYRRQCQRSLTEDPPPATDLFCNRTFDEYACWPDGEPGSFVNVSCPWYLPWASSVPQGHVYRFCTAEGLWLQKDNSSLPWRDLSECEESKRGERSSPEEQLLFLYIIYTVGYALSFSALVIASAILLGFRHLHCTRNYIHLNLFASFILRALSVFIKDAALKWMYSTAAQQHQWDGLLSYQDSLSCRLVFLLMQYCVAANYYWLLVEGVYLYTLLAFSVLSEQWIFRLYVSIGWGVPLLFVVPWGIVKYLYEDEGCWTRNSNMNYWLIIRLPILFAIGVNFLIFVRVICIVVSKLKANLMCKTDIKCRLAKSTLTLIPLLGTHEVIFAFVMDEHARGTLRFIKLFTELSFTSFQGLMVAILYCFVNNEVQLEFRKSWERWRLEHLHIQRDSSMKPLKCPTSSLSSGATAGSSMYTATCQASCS
#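 Using stably transfected HEK293 (constitutively active GLP-1R, cAMP-luciferase reporter), compounds were incubated 24 hr and luciferase measured by luminescence.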
# GLP1R ag = agonists of human GLP-1 receptor. P43220. HEK293 GLP-1R CRE-luciferase, luminescence, 4-6 h; cells express a hypersensitive GLP-1R form. Potency, µM (doses to about 45.6 µM), without a hit: at the highest dose activation, most hits filed as activators. 380,000 tested, 0.007% active. AID 624172; note: potency is the fitted concentration of half-maximal effect; % of control where 0% means no effect
# PTHR1 ag = activates the human parathyroid hormone receptor PTHR1 | 410,000 tested, 0.075% active | Q03431 | HEK293 GP2 PTHR1 cells, GloSensor cAMP luminescence, 1 h | Potency, µM (series often up to 115 µM), for inactives: top-dose activation, actives largely listed as activators; note: potency is the fitted concentration of half-maximal effect; nearly all actives have a fitted effect of over 55% in size; some results filed as inactive show a strong effect at the top dose; inactives centre near -15; many of its hits are not listed in these tables
#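 HEK-293-derived GP2 cells expressing PTHR1 and a GloSensor cAMP reporter, 3,000/well, plated overnight, given luciferin plus IBMX (each 0.5 mM as added) for 1 h at 37 °C, then compound for 1 h at 37 °C. Luminescence was read after 15 min at room temperature.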
# TDP43 rescue = inhibitors of TDP-43 toxicity in yeast | TDP-43 expressing yeast growth rescue, BacTiter-Glo, 24 h | Potency, µM (titrated, usually from 46.1 µM), for inactives: top-dose growth rescue (activation), usual class: activators | 410,000 tested, 1.8% active; note: potency is the fitted concentration of half-maximal effect; % of control where 0% means no effect; nearly all actives have a fitted effect of over 50% in size
#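 Cell-based yeast growth screen: TDP-43 expression induced in galactose, inoculum OD600=0.02 after raffinose pregrowth to mid-log. Read-out BacTiter-Glo luminescence at 24 hr, 30 deg C; inhibition of toxicity seen as signal increase.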
# DRD3 antagonist = blocks the human D3 dopamine receptor | D3R cells, DiscoveRx beta-arrestin luminescence, antagonist mode; hits give low values | max response, negative = inhibition, % | 360,000 tested, 2.5% active | AID 652054; in the data active = max response below about -50%; inconclusive = no clear call, values can overlap the other calls; note: % is set by controls: 0 for no effect and ±100 for the full control effect; mostly tested at two doses, the higher about 12 µM
#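 Cells expressing the human receptor were seeded at 1500 cells/well, incubated overnight at 37 degrees C in 5% CO2, then exposed to library compounds with dopamine controls for 90 minutes at 37 degrees C before luminescent detection.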
# KB-V1 MDR tox = KB-V1 MDR subline cytotoxicity. Potency, µM (series often up to 46.1 µM), inactives show top-dose activity change, negative = cytotoxicity, usual class: cytotoxic. 400,000 tested, 3.4% active. KB-V1 MDR cells viability, CellTiter-Glo, 72 h; note: potency is the fitted concentration of half-maximal effect; % is set by controls: 0 for no effect and ±100 for the full control effect; nearly all actives have a fitted effect of over 60% in size
#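 Cells of the MDR subline KB-V1 are plated, dosed with compound at multiple concentrations, and incubated 72 h at 37 degrees C; CellTiter-Glo is then added and luminescence read after 10 min.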
# The depositor's hits bear a star; i = inactive; ? = inconclusive; / = not tested or not shown; & = joins results of further samples; [ ] = another dose, or the depositor's remark. Unless noted, calls come from the whole dose curve; as a rule, active = well fitted curve in the direction sought with a large enough effect; inconclusive = small, poorly fitted or top-dose-only effect, or another doubt; inactive = no such curve, though single readings can be large; an effect the other way counts as inactive or inconclusive.
SMILES,aSyn rescue,GLP1R cytotox,DRD3 agonist,GLP-1R inv ag,GLP1R ag,PTHR1 ag,TDP43 rescue,DRD3 antagonist,KB-V1 MDR tox
N#Cc1c(NC(=O)CN2C(=O)c3ccccc3C2=O)oc(-c2ccccc2)c1-c1ccccc1,1%,0%,-17,6%,-9%,i,-4%,?,1%
Cc1ccc(C2=NN(C(=O)CSc3nc(N)cc(N)n3)C(c3ccco3)C2)cc1 (stereo not given),5%,-5%,30,-25%,17%,0%,-8%,17,-3%
O=C(CNC(=O)c1cccc(OC(F)F)c1)OCC(=O)c1ccccc1,9%,-3%,-12,5%,1%,-17%,/,?,?
CCOC(=O)c1c(C)c(C(=O)Nc2ccc3c(c2)OCCO3)c(C)n1C,-5%,-22%,-1,3%,0%,-8%[57.5 µM],-22%,-19,15µM*
Cc1ccc(CC(=O)Nc2nc3ccccc3s2)cc1,-6%,-8%,2,?,8%,-15%[57.5 µM],?,-14,-10%
Cc1cc(C)cc(N(C(=O)c2csnn2)C(C(=O)NC2CCCC2)c2ccccn2)c1 (stereo not given),-1%,-28%,-14,?,3%,i,-10%,0,-26%
COc1cc(/C=C(\C(=O)O)c2ccc(S(=O)(=O)N3CCCC3)s2)ccc1OCCC(C)C,-3%,2%,-2,-10%,4%,-14%,-7%,-9,0%
O=C(NCCc1ccccc1Cl)C1CCN(S(=O)(=O)c2cccs2)CC1,4%,-2%,-3,-29%,-1%,i,-1%,4,-8%
O=C(Nc1ccc(Br)cc1)c1cc(-c2ccncc2)nc2ccccc12,12%,-34%,-9,?,3%,-9%,7%,22,-14%
O=c1cc(NCc2ccc3c(c2)OCO3)[nH]c(=O)n1-c1ccc(Cl)cc1,-1%,7%,1,15%,0%,i,0%,-13,-8%
CC(=O)Nc1ccc(S(=O)(=O)Nc2nc3c(s2)CCCC3)cc1,-5%,-15%,3,0%,-11%,-18%[57.5 µM],0%,-9,12%
COc1cccc(N2CCN(c3ccc([N+](=O)[O-])cn3)CC2)c1,-6%,-23%,3,1%,-1%,-16%,11%,-7,-2%
CC(C)c1ccc(NC(=O)c2ccc3c(c2)CCCN3S(C)(=O)=O)cc1,/,0%,-16,?,/,-35%[inhibitor],12%,/,?
CC1CCN(c2nc3c(=O)[nH]c(N)nc3n2[C@@H]2O[C@H](CO)[C@@H](O)[C@H]2O)CC1,-2%,4%,-5,11%,4%,9%,-16%,-7,-2%
COc1ccc(OC)c(CCNC(=O)CCn2nc(C)c3c(C)n(-c4ccccc4)nc3c2=O)c1,0%,-5%,4,-12%,3%,-1%,-19%,-1,20%
CC1(C(=O)Nc2ccccc2)Cc2ccccc2C(=O)O1 (stereo not given),2%,0%,-6,53%[activator],10%,i,-9%[0.397 µM],-2,6%
COC(=O)c1ccc(-n2nnnc2SCc2nn[nH]n2)cc1,-1%,-3%,0,0%,-6%,i,8%,?,15%
CCCCCCSc1ccc([C@H]2N[C@@](CC(C)C)(C(=O)OC)[C@H]3C(=O)N(C)C(=O)[C@@H]23)cc1,18%,6%,-1,?,4%,i,-26%,-3,0%
COc1ccccc1NC(=O)CSc1nc(N)cc(N)n1,12%,4%,3,0%,-11%,24%[57.5 µM],-3%,16,0%
Cc1ccc(S(=O)(=O)NNC(=O)c2cccc(O)c2)cc1,0%,-12%,-5,-19%,0%,i,-17%[9.22 µM],-1,41%
CCOC(=O)N1CCN(c2nc(-c3cccs3)nc3ccccc23)CC1,-5%,0%,2,?,18%,-13%,-6%,67,?
CCOC(=O)Cc1nnc(NC(=O)CCc2ccccc2)s1,4%,-9%,3,-33%,8%,-13%,-14%,-7,-5%
Cc1ccc(C(=O)N2c3ncnn3C3(CCCCC3)[C@@H]3CCCC[C@@H]32)cc1,/,-1%,-3,?,/,-51%[inhibitor],22µM*,/,-15%
Cc1cc2c(c(C#N)c1C)NC=NC2C (stereo not given),0%,0%,-1,5%,-6%,i,18%,-1,-17%
C/C(=N\NC(=O)CSCc1cccc(Br)c1)c1ccc([N+](=O)[O-])cc1,11%,-7%,0,3%,1%,i,?,19,0%
CC(Oc1nc2c(c(=O)n(C)c(=O)n2C)n1C)C1CCCCC1 (stereo not given),-16%,-18%,-9,-6%,1%,-41%[inhibitor],0%,30,?
Cc1nc(-c2cccs2)sc1C(=O)NN,-7%,3%,3,17%,?,-20%,13%,-7,14%
O=C(NCCN1CCN(c2ccccc2)CC1)Nc1ccccc1Br,-1%,-27%&-21%,9&2,?,-1%,-23%,13%&-2%,-79*,-12%&-3%
CN(C=[N+](C)C)c1cccc2c1C(=O)c1ccccc1C2=O,10%,-15%,1,70%[activator],?,i,30%,-15,?
Cc1cc(C)n(CC(O)Cn2c3ccccc3c3ccccc32)c(=O)n1 (stereo not given),7%,-4%,-8,16%,-1%,-19%,-13%,9,2%

# Complete entries, quoted from the list. Order of screens: aSyn rescue | GLP1R cytotox | DRD3 agonist | GLP-1R inv ag | GLP1R ag | PTHR1 ag | TDP43 rescue | DRD3 antagonist | KB-V1 MDR tox
# Results for CCOC(=O)N1CCN(c2nc(-c3cccs3)nc3ccccc23)CC1 : -5% | 0% | 2 | ? | 18% | -13% | -6% | 67 | ?
# Results for Cc1ccc(C(=O)N2c3ncnn3C3(CCCCC3)[C@@H]3CCCC[C@@H]32)cc1 : / | -1% | -3 | ? | / | -51%[inhibitor] | 22µM* | / | -15%

# Next section
SMILES,aSyn rescue,GLP1R cytotox,DRD3 agonist,GLP-1R inv ag,GLP1R ag,PTHR1 ag,TDP43 rescue,DRD3 antagonist,KB-V1 MDR tox
Cc1cccc(Cn2c(CN3CCC(C(=O)NCCc4ccccc4)CC3)cc3ccccc32)c1,/,-16%,-17,?,/,-52%,-6%,/,?
CC(Oc1ccc(Br)cc1)C(=O)NC1CCN(Cc2ccccc2)CC1 (stereo not given),-2%,?,-32,?,-4%,i,4%,-75*,?
c1ccc(-n2cnnc2SCc2cn3cccnc3n2)cc1,-6%,13%,17,-1%,7%,?,-23%,25,15%
COc1ccc(Oc2ccc(NC(=O)c3ccccc3C)cc2)cc1,0%,-5%,-19,?,4%,-21%,-13%,-23,-16%
COC(=O)[C@@]1(Sc2ccc(C)cc2)CC(=O)N[C@@H]1c1ccco1,5%,6%,1,15%,-1%,-12%,5%,7,?
CCOc1ccc(N2CC(C(=O)Nc3ccc(S(=O)(=O)N4CCCC4)cc3)CC2=O)cc1 (stereo not given),1%,11%,7,-14%,0%,i,11%,0,2%
O=C(Nc1ccccc1)c1ccccc1O,-20%,3%,-4,8%,-1%,i,-74%[inhibitor],-9,?
COc1cc(C(=O)Nc2ccc(OCc3cc(=O)n4cc(C)sc4n3)cc2)cc(OC)c1OC,/,3%,-3,7%,1%,1%,-12%,/,28%
Cc1cc(NC(=O)CCC(=O)N(Cc2ccco2)C(C)(C)C(=O)NC2CCCCC2)no1,-1%,-4%,1,0%,28%,0%[57.5 µM],6%,?,-1%
CN(CC(=O)Nc1ccccc1Cl)C(=O)COC(=O)C1CC1,-2%,1%,7,7%,-7%,i,-6%,-12,0%
CC(C)(C)NC(=O)Cn1c(=O)n(CC(=O)NC(C)(C)C)c2ccccc21,1%,-7%,15,5%,-1%,i,-15%,8,?
COc1ccc(N2CCN(c3oc(-c4ccc(COc5cccc(C)c5)o4)nc3C#N)CC2)cc1,/,-5%,-11,-21%,/,i,-18%,/,2%
COc1cc(/C=C/CN2CCN(Cc3ccc(C)o3)C(CCO)C2)ccc1O (stereo not given),-3%,15%,-51,-22%,1%,i,-8%,-61*,-27%
Cc1cc2nc(C)c3c(n2n1)CCC3,2%,3%,3,55%[activator],8%,-22%,13%,6,4%
C=CCn1c(COc2ccccc2)nnc1SCC(=O)Nc1ccc2c(c1)OCCO2,0%,7%,-6,-18%,8%,i,-6%,1,-11%
N#CC1=C(N)Oc2n[nH]c(-c3cccs3)c2C1c1cccnc1 (stereo not given),-18%,-12%,1,18%,6%,-4%,4%,-26,9%

# By substructure, the entries above containing two or more sulfur atoms.
SMILES,aSyn rescue,GLP1R cytotox,DRD3 agonist,GLP-1R inv ag,GLP1R ag,PTHR1 ag,TDP43 rescue,DRD3 antagonist,KB-V1 MDR tox
COc1cc(/C=C(\C(=O)O)c2ccc(S(=O)(=O)N3CCCC3)s2)ccc1OCCC(C)C,-3%,2%,-2,-10%,4%,-14%,-7%,-9,0%
O=C(NCCc1ccccc1Cl)C1CCN(S(=O)(=O)c2cccs2)CC1,4%,-2%,-3,-29%,-1%,i,-1%,4,-8%
CC(=O)Nc1ccc(S(=O)(=O)Nc2nc3c(s2)CCCC3)cc1,-5%,-15%,3,0%,-11%,-18%[57.5 µM],0%,-9,12%
Cc1nc(-c2cccs2)sc1C(=O)NN,-7%,3%,3,17%,?,-20%,13%,-7,14%

# Bioassay records deposited in PubChem by National Center for Advancing Translational Sciences (NCATS).

# These rows are one share of the data; count on the stated rates, not on these rows.
